# CYP2C9 inhib: blockers of cytochrome P450 2C9 activity – biochemical, luminescence, ADME assay, primary screen. hit rate 20% among 96,000. P11712. inhibition, % at 5 µM. CYP2C9 Supersomes, luciferin-H conversion;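 active = blocking of liver enzyme CYP2C9 beyond about 50% at 5 µM, limit read from the data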; also: values of inactives mirror those of a sister screen read the other way
# PLK1 PBD inh: Plk1 polo box domain binding inhibitors, primary screen, biochemical, fluorescence polarization; Serine/threonine-protein kinase PLK1 (Homo sapiens), P53350; Plk1 PBD phosphopeptide binding; inhibition, %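 (tested at about 20 µM)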; hit rate 0.13% among 97,000; in the data active = inhibition above about 34%, passing the limit was not always enough
# EphB4 ephrin blk: EphB4-ephrin-B2 interaction antagonists, primary screen, biochemical, TNYL-RAW peptide probe, fluorescence polarization; Ephrin type-B receptor 4 (Homo sapiens), P54760; EphB4 LBD / TNYL-RAW-Alexa532 peptide; inhibition, % at 7 µM; hit rate 0.15% among 97,000; AID 720, 2007;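 active = inhibition above the screen-wide mean inhibition plus 3 SD, cut at about 15% in these data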;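 also: 0% = DMSO wells and 100% = excess unlabeled TNYL-RAW peptide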
# PLK1 inh: human PLK1 kinase inhibitors, primary screen, biochemical, TR-FRET. Serine/threonine-protein kinase PLK1 (Homo sapiens), P53350. recombinant PLK1 kinase, TR-FRET peptide phosphorylation. inhibition, % at 10 µM. hit rate 0.53% among 97,000. AID 619, 2007;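 active = inhibition of 50% or more in the single-concentration screen; inactive = inhibition below 50%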;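 also: 0% = DMSO max control and 100% = H-89 dihydrochloride min control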
# CYP2C9 activ: human CYP2C9 activators, primary screen, biochemical, luminescence | Cytochrome P450 2C9 (Homo sapiens), P11712 | recombinant CYP2C9, luciferin-H conversion; hits give high values; factor 1 = untreated enzyme, 0 = blocked | activation factor at 5 µM | hit rate 1.4% among 96,000 | AID 1024, 2008;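 active = activation factor of 2 or more for CYP2C9 at a 5 µM dose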;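 also: 0 = sulfaphenazole-blocked wells and 1 = vehicle-only wells; values of inactives mirror those of a sister screen read the other way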
# Rev-RRE block: HIV-1 Rev-RRE binding inhibitors, primary screen, biochemical, FRET, protein-RNA interaction | Rev peptide-RRE RNA binding | hit rate 0.79% among 97,000 | inhibition, % at 8 µM;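 active = inhibition above the screen-wide mean plus 3 SD, cut at about 35% in these data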;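 also: 0% = median DMSO wells and 100% = median Neomycin B control wells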
#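 Test system – labelled RRE RNA duplex and labelled Rev peptide · Signal – fluorescein-to-Cy5 FRET, 480 nm excitation · Evaluation – % inhibition of FRET ratio versus controls · Benchmarks – DMSO low control, neomycin B high control · Incubation – 5 min RNA-compound premix plus 15 min binding step, 25 °C · Medium – HEPES pH 7.5 salt buffer with EDTA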
# CYP2C19 activ: human CYP2C19 activators, primary screen, biochemical, luminescence | Cytochrome P450 2C19 (Homo sapiens), P33261 | recombinant CYP2C19, luciferin-H EGE luminescence; hits give high values; 0 = fully inhibited enzyme, 1 = untreated enzyme | activation factor at 5 µM | 96,000 tested, under 10 active | AID 1025, 2008;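 active = activation factor of at least 2 at 5 µM in the primary screen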;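 also: 0 = wells with 2.5 mM tranylcypromine and 1 = vehicle-only wells; values of inactives mirror those of a sister screen read the other way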
# Target sequence (P33261 whole entry, looked up): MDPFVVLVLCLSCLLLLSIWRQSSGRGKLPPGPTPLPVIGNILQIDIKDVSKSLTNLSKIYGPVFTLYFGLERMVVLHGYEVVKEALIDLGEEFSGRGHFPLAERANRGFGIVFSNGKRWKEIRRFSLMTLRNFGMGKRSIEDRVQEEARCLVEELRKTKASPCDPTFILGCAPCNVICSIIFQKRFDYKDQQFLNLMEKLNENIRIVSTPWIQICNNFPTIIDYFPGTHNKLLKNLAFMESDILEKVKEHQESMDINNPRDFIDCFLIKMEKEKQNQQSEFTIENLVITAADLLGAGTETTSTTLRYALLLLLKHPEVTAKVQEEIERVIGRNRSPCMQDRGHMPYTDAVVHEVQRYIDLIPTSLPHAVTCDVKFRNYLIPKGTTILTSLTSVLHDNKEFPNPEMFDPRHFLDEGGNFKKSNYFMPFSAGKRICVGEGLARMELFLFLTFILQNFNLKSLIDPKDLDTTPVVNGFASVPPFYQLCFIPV
# CYP2C19 inh: blockers of cytochrome P450 2C19 activity – biochemical, luminescence, ADME assay, primary screen | P33261 | CYP2C19 Supersomes, luciferin-H EGE luminescence, 30 min | inhibition, % at 5 µM | hit rate 21% among 96,000;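 active = CYP2C19 inhibition above a set limit at 5 µM in the primary screen, cut at about 50% in these data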;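 also: plate controls were negative control wells for no effect and 2.5 mM tranylcypromine positive control for full effect; values of inactives mirror those of a sister screen read the other way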
# PLAP act: PLAP enzyme activators, biochemical, luminescence, HTS; purified PLAP enzyme, luminescent substrate read-out; hits give high values; activation fold at 20 µM; hit rate 1.2% among 96,000; in the data active = activation fold above about 2
# Target sequence (P05187 whole entry, looked up): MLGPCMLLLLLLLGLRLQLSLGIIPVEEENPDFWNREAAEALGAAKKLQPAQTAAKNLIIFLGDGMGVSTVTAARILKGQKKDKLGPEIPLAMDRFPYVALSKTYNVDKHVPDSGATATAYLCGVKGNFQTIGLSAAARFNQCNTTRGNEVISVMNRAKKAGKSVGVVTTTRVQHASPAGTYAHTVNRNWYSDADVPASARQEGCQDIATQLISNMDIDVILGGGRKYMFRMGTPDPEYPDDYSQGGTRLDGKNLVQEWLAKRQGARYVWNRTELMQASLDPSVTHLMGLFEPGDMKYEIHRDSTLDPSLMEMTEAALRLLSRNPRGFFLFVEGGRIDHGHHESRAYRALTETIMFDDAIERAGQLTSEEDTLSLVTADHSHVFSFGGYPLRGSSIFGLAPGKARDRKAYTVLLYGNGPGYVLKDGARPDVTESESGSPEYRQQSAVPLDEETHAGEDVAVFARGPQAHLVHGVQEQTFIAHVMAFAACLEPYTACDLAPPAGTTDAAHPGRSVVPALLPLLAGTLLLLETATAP
# The depositor's hits bear a star; x = no result given.
SMILES,CYP2C9 inhib,PLK1 PBD inh,EphB4 ephrin blk,PLK1 inh,CYP2C9 activ,Rev-RRE block,CYP2C19 activ,CYP2C19 inh,PLAP act
Cc1ccc(-n2c(SCC(=O)OC(C)C)nnc2-c2ccccn2)cc1,-2,9,-2,-7,1,-2,0.5,51*,1.6
C=CCn1c(-c2cccs2)nc2ccccc21,38,0,-1,-4,0.6,10,0.3,66*,0.8
CSc1nc2ccc(S(=O)(=O)N3CCc4ccccc43)cc2s1,15,-5,-2,-8,0.8,11,0.5,48,0.8
COC(=O)c1c(C)[nH]c(C(=O)CSc2nnnn2-c2ccccc2)c1C,-4,-9,4,-19,1,2,1.1,-9,1
COc1ccc(C2C(C(=O)OC(C)C)=C(C)N=c3s/c(=C\c4cccs4)c(=O)n32)cc1 (stereo unspecified),13,-1,3,-12,0.9,9,1,2,1
CCOCCCNC(=O)CCSc1ccc(C)cc1,x,1,4,-5,x,1,x,x,x
Clc1ccc(NCn2cncn2)nc1,37,-13,3,-10,0.6,9,0.9,14,0.9
COC(=O)c1ccc(N2CCCCC2)c(NS(=O)(=O)c2ccc(C)cc2)c1,87*,-5,8,-6,0.1,13,0.7,32,1.7
O=C(c1cc(-c2ccco2)on1)N1CCCc2ccccc21,-155,29,-4,-2,2.5*,-3,0.8,20,1.2
O=S(=O)(NCc1cc(-c2ccccc2Cl)no1)c1ccc(Cl)cc1,-87,-29,7,-12,1.9,14,0.1,93*,0.7
O=C1CCN(S(=O)(=O)c2ccccc2)C2CCCCC12 (stereo unspecified),36,-9,4,-7,0.6,6,0.1,94*,1
Cc1c(NC(=O)c2nn(C)c(=O)c3ccccc23)c(=O)n(-c2ccccc2)n1C,x,-12,-1,-16,x,7,x,x,x
Cc1cc(C(=O)N2CCCc3ccccc32)no1,-69,3,-4,0,1.7,2,0.7,33,1
CCOC(=O)CSc1nc(NCc2ccco2)c2ccccc2n1,38,22,1,-13,0.6,7,0.6,36,1
CCOC(=O)N1CCC(NC(=O)CCS(=O)(=O)c2ccc3c(c2)CCN3C(C)=O)CC1,10,-3,-1,-14,0.9,3,1,-1,1
CN(C)CCCC(=O)c1ccc2c(c1)OCO2,-10,2,7,5,1.1,9,1.1,-6,0.9
COc1cc2nc(=S)n3[nH]c(CCn4c(C)nc5ccccc54)nc3c2cc1OC,4,x,x,x,1,x,1,0,1.2
CCN(CC)C(=O)C1CCCN(Cc2ccc3c(c2)OCO3)C1 (stereo unspecified),-7,-10,0,-3,1.1,5,1,0,1.1
Oc1ccc(-c2nc3ncccn3c2Nc2ccc3c(c2)OCCO3)cc1,70*,0,-3,-29,0.3,2,0.5,48,0.9
CN(C)c1ccc(CN2CCCCCC2)cc1,67*,x,x,x,0.3,x,0.4,55*,0.8
CCCCN(C(=O)Cn1nnc2ccccc21)C(C(=O)NCc1ccco1)c1ccncc1 (stereo unspecified),26,-12,-4,2,0.7,11,0.9,7,1.2
COc1ccc([N+](=O)[O-])cc1NCc1ccccc1C,69*,9,9,-5,0.3,14,0.3,68*,0.5
CC(C)(Oc1ccc(Cl)cc1)C(=O)NCCCn1ccnc1,87*,1,3,4,0.1,3,0,100*,0.8
FC(F)(F)c1cccc(-c2nnc(-c3ccccc3)c(N3CCOCC3)n2)c1,13,-16,-1,-9,0.9,8,0.7,25,1.4
COc1ccc(CCCC(=O)NC2CCCCC2C)c(C)c1 (stereo unspecified),-36,6,-1,-9,1.4,1,0.7,28,1.2
Cc1cc(C)n(-c2cc(N3CCN(C(=O)c4ccc(C(C)(C)C)cc4)CC3)ccc2[N+](=O)[O-])n1,49,-23,1,0,0.5,2,0.8,20,1.1
COc1cccc(C2CC(c3ccccc3OC)n3ncnc3N2)c1 (stereo unspecified),66*,10,-8,36,0.3,3,0,96*,1.4
CC1CCCN(C(=O)Cn2c(=O)oc3ccccc32)C1 (stereo unspecified),8,10,8,-13,0.9,0,0.7,26,0.9
Cc1cc(C)n(-c2nnc(SCC(=O)NC3CCCC3)c3ccccc23)n1,x,0,1,-7,x,1,x,x,x
CCc1cccc(C)c1NC(=O)C(c1ccc(O)cc1)N1CCC1=O (stereo unspecified),-11,-7,4,-4,1.1,13,1,-4,1
COc1ccc(CNC(=O)C(C)N(Cc2ccco2)C(=O)c2snc(C(N)=O)c2N)cc1 (stereo unspecified),64*,-28,-7,-9,0.4,5,0.2,85*,1.6
FC(F)(F)c1cccc(-c2cc3ccccc3nc2N2CCCC2)c1,12,-4,1,-1,0.9,8,0.8,16,1
O=C(COC(=O)c1ccc(Br)o1)Nc1ccc(S(=O)(=O)N2CCCC2)cc1,46,-10,5,-5,0.5,4,1,-3,1.1
COc1cc(C(=O)O/N=C(\N)c2ccncc2)cc(OC)c1OC,89*,-23,-2,-8,0.1,3,0.3,72*,1
O=C(C1CC2CCC1C2)N1CCN(Cc2ccc3c(c2)OCO3)CC1 (stereo unspecified),40,-16,4,-10,0.6,2,0.4,58*,1.4
CCCn1c(N)c(C(=O)CSc2nc(C)cs2)c(=O)n(C)c1=O,19,10,1,-1,0.8,3,0.7,31,0.9
O=C(NCc1ccccn1)C1CCN(S(=O)(=O)c2ccccc2)CC1,4,7,8,-1,1,8,0.8,15,1.1
Cc1ncc2c(c1OC(=O)c1ccccc1)COC(C)(C)OC2,78*,-29,0,-35,0.2,-1,0,100*,1.5
Cc1c(C(=O)O)oc2ccc(S(=O)(=O)NCc3ccc(F)cc3)cc12,72*,-35,0,-6,0.3,6,1.1,-7,1
CC(C)NC(=O)c1cccc(C(F)(F)F)c1,-17,16,-5,-4,1.2,1,1.1,-11,1.1
Cn1c(NCC2CCCO2)nc2c1c(=O)n(Cc1ccccc1)c(=O)n2C (stereo unspecified),23,14,-5,7,0.8,-5,0.8,17,1.5
Cn1c(N2CCCCC2)nc2c1c(=O)[nH]c(=O)n2C,-7,-4,2,0,1.1,0,1,-3,0.9
CN(Cc1ccccc1)S(=O)(=O)c1ccc(C(=O)Nc2nnc(C3CC3)o2)cc1,85*,4,-1,3,0.1,4,0.8,22,1.1
O=C(CSc1nnnn1C1CCCCC1)NCc1ccc2c(c1)OCO2,92*,8,-11,-3,0.1,2,0.1,92*,0.9
CCNC(=O)c1cc(Br)ccc1Cl,-5,-4,3,-30,1,2,0.9,11,0.8
Cc1cc(C)cc(-n2c3nc4ccccc4nc3c3c(=O)n(Cc4ccco4)cnc32)c1,10,5,2,-7,0.9,2,1.1,-9,1.7
C=CCN(C(=O)CSc1nc2[nH]ncc2c(=O)n1-c1ccccc1OC)c1ccccc1,x,7,-9,2,x,7,x,x,x
COc1cc(C(c2sc3nc(C)nn3c2O)N2CC(C)CC(C)C2)cc(OC)c1OC (stereo unspecified),x,4,5,-10,x,2,x,x,x

# 6 compounds drawn at random from the list so far, as already listed:
SMILES,CYP2C9 inhib,PLK1 PBD inh,EphB4 ephrin blk,PLK1 inh,CYP2C9 activ,Rev-RRE block,CYP2C19 activ,CYP2C19 inh,PLAP act
O=C(NCc1ccccn1)C1CCN(S(=O)(=O)c2ccccc2)CC1,4,7,8,-1,1,8,0.8,15,1.1
COc1cc(C(c2sc3nc(C)nn3c2O)N2CC(C)CC(C)C2)cc(OC)c1OC (stereo unspecified),x,4,5,-10,x,2,x,x,x
C=CCN(C(=O)CSc1nc2[nH]ncc2c(=O)n1-c1ccccc1OC)c1ccccc1,x,7,-9,2,x,7,x,x,x
Cc1cc(C)cc(-n2c3nc4ccccc4nc3c3c(=O)n(Cc4ccco4)cnc32)c1,10,5,2,-7,0.9,2,1.1,-9,1.7
CCNC(=O)c1cc(Br)ccc1Cl,-5,-4,3,-30,1,2,0.9,11,0.8
Cn1c(NCC2CCCO2)nc2c1c(=O)n(Cc1ccccc1)c(=O)n2C (stereo unspecified),23,14,-5,7,0.8,-5,0.8,17,1.5

# Further structures follow:
SMILES,CYP2C9 inhib,PLK1 PBD inh,EphB4 ephrin blk,PLK1 inh,CYP2C9 activ,Rev-RRE block,CYP2C19 activ,CYP2C19 inh,PLAP act
c1ccc2c(c1)oc1c(NCCCn3ccnc3)ncnc12,92*,8,-2,-9,0.1,0,0.2,80*,1
N#CCC1c2ccccc2CCN1C(=O)Nc1cccc(C(F)(F)F)c1 (stereo unspecified),38,16,-3,-1,0.6,4,0.6,36,0.9
Cc1csc(NC(=O)C(CC(C)C)NS(=O)(=O)c2ccc3c(c2)oc(=O)n3C)n1 (stereo unspecified),55*,0,2,-2,0.4,7,0.6,36,2.3*
COC(=O)Oc1nsnc1N1CCOCC1,45,-20,3,-7,0.6,3,1,4,1.1
CCOC(=O)c1ccc(-n2c(N)c(C(=O)NCc3ccco3)sc2=S)cc1,41,-4,6,-11,0.6,4,0.9,15,1.2
CCn1c(=O)n(Cc2ccco2)c(=N)c2c3c(sc21)COC(C)(C)C3,19,-4,10,-11,0.8,-3,0.8,20,1.1
Cc1ccccc1OCC(=O)Nc1ccc2c(c1)OCO2,30,-5,0,-1,0.7,2,0.3,66*,1
O=C(COc1ccc(F)cc1Br)N1CCc2ccccc21,-2,-16,-3,-1,1,0,0.8,20,0.7
COc1ccc(NC(=O)c2cc3n(n2)C(C(F)(F)F)CC(c2ccc(OC)cc2)N3)cc1 (stereo unspecified),26,20,-5,-17,0.7,-5,0.9,12,0.8
CCC(c1nnnn1Cc1ccco1)N1CCN(C(=O)c2ccco2)CC1 (stereo unspecified),9,16,-6,0,0.9,6,1.1,-8,1
CCC(CC)NCc1ccc(OC)cc1OC,-12,26,-4,-20,1.1,-4,1.2,-15,0.9
COc1ccc2cnn(CCOc3ccccc3)c(=O)c2c1OC,-5,14,-7,-6,1,2,0.8,25,0.9
O=[N+]([O-])c1ccc(/C=N/Nc2nc(N3CCCC3)nc(N3CCCC3)n2)o1,14,-4,1,6,0.9,32,1,3,1.5
COc1ccc(N(C)C(=O)c2cnc(N3CCN(c4ncccn4)CC3)c3ccccc23)cc1,69*,-41,2,-1,0.3,1,0.2,79*,1.3
N#CC1=C(N)SC(N)=C(C#N)C1c1cccc(Oc2ccccc2)c1,92*,-6,11,-17,0.1,80*,0.6,42,1.3
CCOC(=O)c1c(NC(=O)Cc2cccs2)sc2c1CCCC2,43,1,-7,-10,0.6,17,0.9,10,1
O=C(/C=C/NNC(=O)c1ccc(Br)cc1)c1ccccc1,6,-22,-1,-12,0.9,3,0.6,42,1.1
Cc1nc(C)c(C(=O)C2=C(O)C(=O)N(CCN3CCOCC3)C2c2cccs2)s1 (stereo unspecified),x,28,0,-7,x,3,x,x,x
CCCc1nc2ccccc2c(C(=O)OC2CCOC2=O)c1CC (stereo unspecified),65*,-3,13,-5,0.3,7,0.5,53*,1.4
Cc1onc(-c2ccccc2Cl)c1C(=O)N1C=CC(C(F)(F)F)=NCC1,21,-13,-13,-2,0.8,-2,0.6,38,0.9

# Screening data as filed in PubChem BioAssay.
